RORg inh – ROR gamma (mouse) transcription inhibition | Potency, µM (top dose mostly 53.6 µM), without a hit: at the top dose activity change, negative = inhibition, hits mostly inhibitors | P51450 | 310,000 tested, 5.4% active | Drosophila S2 Gal4-RORgamma UAS-luciferase reporter, 20 h; further: potency means the concentration at half of the fitted maximal effect; on the % scale 0 is the no-effect control and ±100 the full control effect; nearly all actives have a fitted effect of over 60% in size
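Stably transfected Drosophila Schneider cells are the test system, with ROR gamma fused to Gal4 and luciferase under UAS control; luminescence is read after 20 hr of 700 uM copper sulfate induction at ambient temperature.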
KCNH2 3.1 block – KCNH2 3.1 (human) potassium channel inhibition; AID 720553; 340,000 tested, 0.95% active; U2OS KCNH2 3.1, thallium flux FluxOr; active compounds read low; activity change, % (tested at about 1.8 µM);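 active means maximum activity change below -70%; inconclusive means maximum activity change from -70% to -50%; inactive means maximum activity change above -50%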;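 further: thallium influx rate constant from kinetic fluorescence after stimulation buffer; on the % scale 0 is the no-effect control and ±100 the full control effect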
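Steps: virus added to U2OS suspension (4 h, RT, dark); medium with 10% FBS added, cells plated, 37 C overnight; FluxOr/Red40 loading buffer 45 min RT; stimulation buffer, 2 min kinetic read; rate constant normalized.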
NPC1 prom act – activators of NPC1 promoter. Huh7 NPC1 promoter luciferase reporter, 24 h. Potency, µM (doses to about 9.22 µM), for the others: at the top dose activation, usual class: activators. 320,000 tested, 2.4% active;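 further: potency means the concentration at half of the fitted maximal effect; % of control where 0% means no effect; nearly all actives have a fitted effect of over 60% in size; reporter is driven by a mutant NPC1 promoter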
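Cells: Huh7 expressing luciferase under the NPC1 promoter, 1500/well. Seeded 2 h, compound added, incubated 24 h at 37 °C. Luciferase reagent, 10 min ambient, then luminescence.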
Rab9 promoter act – activators of Rab9 promoter; Huh7 Rab9 promoter-luciferase reporter, luminescence, 24 h; Potency, µM (top dose mostly 9.22 µM), for the others: at the top dose activation, negative = inhibition, actives largely listed as activators; 320,000 tested, 2.8% active; further: potency means the concentration at half of the fitted maximal effect; % of control where 0% means no effect; nearly all actives have a fitted effect of over 60% in size
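Using Huh7 cells stably transfected with Rab9 promoter–luciferase, compounds were incubated 24 h at 37 °C, 5% CO2; luciferase luminescence was read 10 min after reagent addition.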
Mito fusion yeast – mitochondrial division inhibition or fusion activation | S. cerevisiae fusion-defective mutant growth rescue, CellTiterGlo 48 h | Potency, µM (highest dose often 46.1 µM), without a hit: top-dose growth rescue (activation), usual class: activators | 320,000 tested, 0.23% active | AID 485298;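 further: potency means the concentration at half of the fitted maximal effect; % of control where 0% means no effect; nearly all actives have a fitted effect of over 45% in size; temperature-sensitive fusion mutants such as fzo1-1 at 37 °C on non-fermentable ethanol glycerol medium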
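S. cerevisiae fusion-defective temperature-sensitive mutants (e.g. fzo1-1, mgm1-5) grown 48 h at 37C in YPEG (ethanol/glycerol non-fermentable) medium with 23 nl compound per well; growth rescue read as CellTiterGlo luminescence.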
MBNL1-CUG inh – inhibitors of human MBNL1 binding to CUG repeat RNA; Potency, µM (series often up to 57.5 µM), inactives show top-dose activity change, negative = inhibition, actives largely listed as inhibitors; Q9NR56; TR-FRET MBNL1-His/biotin-(CUG)12 binding, 665/545 ratio; 280,000 tested, 0.036% active; AID 2675; active means well fitted inhibition curve with a large enough effect in the signal ratio, with a control signal flat, not every such curve was filed as active; inconclusive means small, poorly fitted or top-dose-only effect, or effect the other way, or a change in a side signal; inactive means no such curve, though single readings can be large or run the other way; the % refers to the signal ratio; further: potency means the concentration at half of the fitted maximal effect; on the % scale 0 is the no-effect control and ±100 the full control effect
Target sequence (Q9NR56 whole entry, looked up): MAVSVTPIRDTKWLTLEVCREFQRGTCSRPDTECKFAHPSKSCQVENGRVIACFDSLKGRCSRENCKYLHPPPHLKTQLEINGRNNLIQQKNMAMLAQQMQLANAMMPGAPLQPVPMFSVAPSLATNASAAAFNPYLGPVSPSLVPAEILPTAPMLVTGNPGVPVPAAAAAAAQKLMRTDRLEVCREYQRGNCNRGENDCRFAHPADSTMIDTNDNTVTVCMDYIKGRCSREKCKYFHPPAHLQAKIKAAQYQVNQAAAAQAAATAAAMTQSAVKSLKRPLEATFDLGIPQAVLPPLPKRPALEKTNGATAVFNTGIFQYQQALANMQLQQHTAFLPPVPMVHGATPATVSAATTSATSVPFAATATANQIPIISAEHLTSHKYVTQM
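Ratiometric TR-FRET (665 over 545 nm, excitation 340 nm) tracks disruption of MBNL1-His/biotin-(CUG)12 complex after 60 min at room temperature, with compounds at 92 nM to 58 uM final.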
PKM2 act – activators of human pyruvate kinase M2. P14618. purified PKM2, Kinase-Glo ATP luminescence, activation; response scale: 0% is enzyme alone, no compound. Potency, µM (doses to about 57.5 µM), without a hit: top-dose activation, hits mostly activators. 260,000 tested, 0.34% active; further: potency means the concentration at half of the fitted maximal effect; on the % scale 0 is the no-effect control and ±100 the full control effect; nearly all actives have a fitted effect of over 55% in size
Target sequence (P14618 whole entry, looked up): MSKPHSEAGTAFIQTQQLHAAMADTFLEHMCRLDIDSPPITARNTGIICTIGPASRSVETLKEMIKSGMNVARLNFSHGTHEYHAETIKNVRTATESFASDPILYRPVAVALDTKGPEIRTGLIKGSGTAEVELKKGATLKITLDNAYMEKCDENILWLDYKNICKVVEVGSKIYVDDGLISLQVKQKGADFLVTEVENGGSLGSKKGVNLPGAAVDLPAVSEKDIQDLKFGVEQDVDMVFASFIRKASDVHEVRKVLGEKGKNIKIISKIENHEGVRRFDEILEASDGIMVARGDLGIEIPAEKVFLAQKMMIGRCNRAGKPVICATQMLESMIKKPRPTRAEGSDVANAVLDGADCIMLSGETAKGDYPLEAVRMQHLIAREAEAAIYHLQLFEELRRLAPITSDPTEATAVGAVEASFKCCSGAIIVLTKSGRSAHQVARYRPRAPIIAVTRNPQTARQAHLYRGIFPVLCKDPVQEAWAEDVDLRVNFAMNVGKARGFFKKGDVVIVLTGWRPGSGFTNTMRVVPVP
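Purified hPK-M2 (>95% pure) converted ADP (0.1 mM final) to ATP with 0.5 mM PEP in 50 mM imidazole pH7.2, KCl, MgCl2, Tween 20, BSA; 1 h at room temperature. ATP detected by Kinase-Glo luminescence.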
FLuc counter – firefly luciferase modulation, counter-screen for miR-21 project; 360,000 tested, 6.9% active; purified FLuc, Km substrates, luminescence inhibition; P08659; AID 588342; Potency, µM (doses to about 57.5 µM), for the others: at the highest dose activity change, negative = inhibition, actives largely listed as inhibitors;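 further: potency means the concentration at half of the fitted maximal effect; plate controls were vehicle for no effect and reference inhibitor for full effect; nearly all actives have a fitted effect of over 55% in size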
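Purified P. pyralis luciferase (10nM final) with 10uM D-luciferin and 10uM ATP (Km levels) in 50mM Tris acetate pH 7.5, 10mM Mg acetate, 0.01% Tween-20, 0.05% BSA; qHTS 6-point titration, ~60 µM downward; luminescence read.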
Gal4-VP16 FLuc – counter-screen for ROR gamma inhibitors: Gal4-VP16 reporter | AID 2546 | 310,000 tested, 3.5% active | Drosophila S2 Gal4-VP16 UAS-luciferase, luminescence, 20 h | Potency, µM (titrated, usually from 53.6 µM), inactives show at the highest dose activity, negative = inhibition, actives largely listed as inhibitors;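 further: Gal4-VP16 expression switched on by copper sulfate through the metallothionein promoter; potency means the concentration at half of the fitted maximal effect; on the % scale 0 is the no-effect control and ±100 the full control effect; nearly all actives have a fitted effect of over 50% in size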
Menin-MLL TR inh – menin-MLL binding inhibition, Texas Red mutant peptide. O00255. Potency, µM (series often up to 61.6 µM), for the others: at the top dose FP activity change, negative = inhibition, usual class: inhibitors. Menin + Texas Red MLL mutant peptide, fluorescence polarization. 270,000 tested, 0.23% active. AID 1768; active means well fitted inhibition curve with a large enough effect in the polarisation, with a control signal flat, not every such curve was filed as active; inconclusive means small, poorly fitted or top-dose-only effect, or effect the other way, or a change in a side signal; inactive means no such curve, though single readings can be large or run the other way; the % refers to the polarisation; further: potency means the concentration at half of the fitted maximal effect; % of control where 0% means no effect; many of its hits are not listed in these tables
ELG1 DNA repair – inhibitors of ELG1-dependent DNA repair in HEK293T cells | HEK293T ELG1-luciferase reporter, luminescence, 16 h; DNA damage induced by 5-fluorouridine | Potency, µM (doses to about 46.1 µM), without a hit: at the highest dose activity change, negative = inhibition, hits mostly inhibitors | 330,000 tested, 2.3% active | AID 504467; further: potency means the concentration at half of the fitted maximal effect; on the % scale 0 is the no-effect control and ±100 the full control effect; nearly all actives have a fitted effect of over 55% in size
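Step one: seed 2,000 cells per well. Step two: pin-transfer compound or DMSO alongside 5-fluorouridine. Step three: incubate 16 hr, 37 °C, 5% CO2. Step four: add ONE-Glo, wait 30 min, read luminescence.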
Active calls of the source: *; ? = inconclusive; . = not tested or not shown; [ ] = another dose, or the depositor's remark. Unless noted, the call rests on the fitted dose curve; in most records, active means well fitted curve in the direction sought with a large enough effect; inconclusive means small, poorly fitted or top-dose-only effect, or another doubt; inactive means no such curve, though single readings can be large; an effect the other way counts as inactive or inconclusive. The list is partial (hit frequency here may not be typical).

Sample of the layout, 3 compounds:
Values in the order – RORg inh	KCNH2 3.1 block	NPC1 prom act	Rab9 promoter act	Mito fusion yeast	MBNL1-CUG inh	PKM2 act	FLuc counter	Gal4-VP16 FLuc	Menin-MLL TR inh	ELG1 DNA repair
CCOC(=O)Cc1csc(SCC(=O)NC(C)C23CC4CC(CC(C4)C2)C3)n1 (stereo unspecified)
  4%	1	0%	-6%	29%	-5%	-1%	-2%	-17%	-4%	9%
O=C(c1ccco1)N1CCN(Cc2nnnn2CCc2ccccc2)CC1
  28%	2	-3%	-1%	1%	-12%	-4%	-1%	0%	0%	-5%
Cc1ccc(C(=O)NCC(=O)N2CCN(c3ncccn3)CC2)s1
  17%	-15	0%	15%	0%	-6%	-3%	3%	-3%	0%	?

All compounds of this part, from the start:
Values in the order – RORg inh	KCNH2 3.1 block	NPC1 prom act	Rab9 promoter act	Mito fusion yeast	MBNL1-CUG inh	PKM2 act	FLuc counter	Gal4-VP16 FLuc	Menin-MLL TR inh	ELG1 DNA repair
CCOC(=O)Cc1csc(SCC(=O)NC(C)C23CC4CC(CC(C4)C2)C3)n1 (stereo unspecified)
  4%	1	0%	-6%	29%	-5%	-1%	-2%	-17%	-4%	9%
O=C(c1ccco1)N1CCN(Cc2nnnn2CCc2ccccc2)CC1
  28%	2	-3%	-1%	1%	-12%	-4%	-1%	0%	0%	-5%
Cc1ccc(C(=O)NCC(=O)N2CCN(c3ncccn3)CC2)s1
  17%	-15	0%	15%	0%	-6%	-3%	3%	-3%	0%	?
COc1cccc(C2CN(c3ccc(F)cc3F)N=C2c2cccs2)c1OC (stereo unspecified)
  4%	-3	-2%	0%	6%	9%	7%	-18%	1%	1%	?
CCOCCCNC(=O)c1cc2c(=O)n3cccc(C)c3nc2n1C
  5%	-7	-14%	-20%	-1%	5%	-7%	1%	8%	-7%	-5%
Cc1ccc2cc3cc(C(=O)NCCCN4CCc5ccccc5C4)oc3nc2c1
  -10%	-11	-3%	-4%	-18%	?	8%	-17%	-4%	-26%	?
CCn1ccnc1CN(C)Cc1cn(C)nc1-c1ccccc1F
  ?	13	-4%	0%	-3%	-2%	-1%	-1%	-6%	-1%	-5%
CC(=O)C1C(c2cn(-c3ccccc3)nc2-c2cccs2)NC(=O)NC1(O)C(F)(F)F (stereo unspecified)
  22%	1	-2%	6%	-1%	-6%	-4%	-6%	14%	0%	5%
O=C(Nc1c2c(nn1-c1ccc(F)cc1)CS(=O)(=O)C2)C1CCCC1
  -12%	-21	-1%	-4%	-11%	-3%	-2%	2%	-4%	0%	8%
O=C(Nc1ccc(Cl)c(Cl)c1)OCc1cccnc1
  ?	0	26%	30%	-7%	-2%	-4%	-9%	1%	30%[activator]	?
CC(=O)Nc1cccc(NC(=O)C(=O)c2cn(CC(=O)N3CCCCC3)c3ccccc23)c1
  36%	-23	22%	?	-1%	?	7%	8.5µM*	-3%	25%	3%
Cc1cc(S(=O)(=O)N2CCN(C(=O)c3ccco3)CC2)ccc1F
  -10%	9	0%	1%	4%	2%	5%[11.5 µM]	0%	-1%	4%	-4%
CCNC(=O)NC(=O)CSc1ccc(S(=O)(=O)N2CCCCC2)cn1
  .	3	-7%	-3%	-2%	.	.	6%	.	.	-1%
COc1cc(NC(=O)c2ccccc2)c(OC)cc1NC(=O)Cc1ccc(F)cc1
  ?	-11	-1%	0%	3%	-1%	3%	-1%	-4%	5%	-12%
CC(Oc1ccc(Cl)cc1Cl)C(=O)NNC(=O)c1cccnc1 (stereo unspecified)
  7%	35	-2%	-2%	0%	0%	.	1%	-6%	5%	9%
COc1ccc(/C=C/C(=O)Oc2ccc(C)cc2)cc1
  ?	-13	-3%	10%	3%	7%	1%	12µM*	?	-14%	5%
COc1cc(OC)nc(/N=C/N(C)C)n1
  14%	4	-1%	-7%	-2%	3%	-5%	-1%	-1%	-6%	1%
COc1cccc(NC(=O)C2CCCN2C(=O)Nc2ccccc2F)c1 (stereo unspecified)
  1%	1	10%	12%	6%	-17%	16%	0%	2%	1%	?
Cc1ccc(NC(=S)N2CCC(NC(=O)c3cccc(F)c3)CC2)cc1
  -2%	-11	-1%	-5%	-13%	-7%	4%	3%	-1%	-9%	-16%
Cc1ccc(-n2c(SCC(=O)N3CCCc4ccccc43)nnc2-c2cccnc2)c(C)c1
  -1%	24	2%	-7%	-9%	-4%	0%	0%	-3%	-12%	-18%

The list goes on.
Values in the order – RORg inh	KCNH2 3.1 block	NPC1 prom act	Rab9 promoter act	Mito fusion yeast	MBNL1-CUG inh	PKM2 act	FLuc counter	Gal4-VP16 FLuc	Menin-MLL TR inh	ELG1 DNA repair
COc1ccccc1N(CC(=O)N1CCOCC1)S(C)(=O)=O
  ?	2	4%	-4%	4%	1%	6%	-3%	-19%	-6%	-1%
CC1CC1c1ccc(/C=C(\C#N)C(=O)Nc2ccc(Cl)cc2)o1 (stereo unspecified)
  31%	-15	3.5µM*	3.5µM*	13%	.	-1%	4.8µM*	4%	18%	?
O=[N+]([O-])c1ccccc1S(=O)(=O)NC1CC2CCC1C2 (stereo unspecified)
  -39%	24	1%	-2%	-1%	17%	-2%[11.5 µM]	2%	-5%	0%	-16%
Cc1nc(Cl)sc1C(=O)Nc1ccc(C(F)(F)F)cc1
  ?	11	2%	1%	3%	3%	-3%	-19%	16%	19%	9%
Cc1cccnc1NC(=S)NC(=O)c1oc2ccccc2c1C
  2µM*	12	1.8µM*	3.2µM*	1%	6%	1%	19µM*	6.3µM*	?	?
CC/C(=N\NC(N)=O)c1ccc(OC(F)F)cc1
  14%	7	-5%	-3%	3%	-7%	-5%	-2%	-8%	.	17%
COc1cc([N+](=O)[O-])cc(/C=N/NC(=O)c2ccc(NC(=O)c3ccc(C)cc3)cc2)c1O
  ?	9	-42%[inhibitor]	-30%[1.84 µM]	0%	5%	0%	-2%	-8%[10 µM]	?	?
O=C(O)CSCC(=O)Nc1ccc(-c2nc3ccccc3s2)cc1
  ?	17	29%	?	3%	15%	-37%	3µM*	-22%	.	?
COc1ccc(CN2CCNC(=O)C2CC(=O)NCC2CCOCC2)cc1C (stereo unspecified)
  -1%	4	1%	-8%	0%	9%	6%	1%	-4%	-24%	-13%
Cc1[nH]c2ccccc2c1/C=N/Nc1nc2ccccc2[nH]1
  -2%	5	?	18%	3%	?	0%	4.3µM*	-19%	.	?
O=S(=O)(Cc1ccccc1)N1CCN(C2Cc3ccccc3C2)CC1
  2%	23	1%	-8%	1%	4%	2%	2%	2%	5%	2%
O=C(Nc1ccccc1C(=O)N1CCCC1)c1cccc(S(=O)(=O)N2CCCCC2)c1
  9%	9	.	.	1%	0%	-3%	-1%	1%	-14%	.
CCOC(=O)C1CCN(S(=O)(=O)c2ccc(C(C)=O)cc2)CC1
  42%	14	0%	1%	-1%	0%	7%	3%	16%	1%	-16%
CCN1C(=O)/C(=C\c2cn(-c3ccccc3)nc2-c2cccnc2)SC1=S
  0%	0	-3%	-5%	-2%	-3%	-7%	-2%	2%	?	13%
O=S(=O)(Nc1cccc(Cl)c1)c1ccc(-n2cccn2)cc1
  ?	-11	-2%	-12%	11%	-14%	28%	3%	?	?	-4%
O=C(CSc1ccc(-c2ccc(F)cc2)nn1)N1CCCc2ccccc21
  25%	-7	0%	-1%	25%	-4%	-10%	?	-8%	-2%	?
COc1ccc2c(c1OC)C(=O)N1N=C(c3ccc(O)cc3)CC21 (stereo unspecified)
  7%	-6	1%	11%	2%	?	-1%	?	-1%	?	24%
COc1ccc(C(=O)C2CCCN(C(=O)c3cc(C)on3)C2)cc1F (stereo unspecified)
  11%	-16	1%	3%	-2%	-3%	0%[0.46 µM]	0%	-6%	6%	3%
COc1cccc(/C=N/NC(=O)CNC(=O)c2ccco2)c1O
  1.6µM*	-4	7%	-1%	5%	2%	-15%	?	20µM*	.	8.2µM*

Screening data: PubChem, National Center for Advancing Translational Sciences (NCATS)
